# Assay outcomes from PubChem BioAssay.
# PLK1 PBD inh – qHTS for Inhibitors of PLK1-PDB (polo-like kinase 1 - polo-box domain): Primary Screen | Plk1 PBD binding of FITC phosphopeptide, fluorescence polarization | Potency, µM, for the others: max response, negative = inhibition, usual class: inhibitors | 2.8% of 360,000 active | AID 720504, 2013; further: potency means the concentration at half of the fitted maximal effect; series mostly up to about 57 µM; on the % scale 0 is the no-effect control and ±100 the full control effect; nearly all actives have a fitted effect of over 65% in size
# EPAC1 agonist – qHTS for Agonist of cAMP-regulated guanine nucleotide exchange factor 3 (EPAC1): primary screen; 0.073% of 360,000 active; Potency, µM (top dose mostly 154 µM), for inactives: top-dose activation, hits mostly activators; EPAC1 agonist qHTS, biochemical assay; response scale: 100% = response to 6.5 mM cAMP; AID 720707, 2013; further: potency means the concentration at half of the fitted maximal effect; nearly all actives have a fitted effect of over 60% in size
# Target sequence (O95398 whole entry, looked up): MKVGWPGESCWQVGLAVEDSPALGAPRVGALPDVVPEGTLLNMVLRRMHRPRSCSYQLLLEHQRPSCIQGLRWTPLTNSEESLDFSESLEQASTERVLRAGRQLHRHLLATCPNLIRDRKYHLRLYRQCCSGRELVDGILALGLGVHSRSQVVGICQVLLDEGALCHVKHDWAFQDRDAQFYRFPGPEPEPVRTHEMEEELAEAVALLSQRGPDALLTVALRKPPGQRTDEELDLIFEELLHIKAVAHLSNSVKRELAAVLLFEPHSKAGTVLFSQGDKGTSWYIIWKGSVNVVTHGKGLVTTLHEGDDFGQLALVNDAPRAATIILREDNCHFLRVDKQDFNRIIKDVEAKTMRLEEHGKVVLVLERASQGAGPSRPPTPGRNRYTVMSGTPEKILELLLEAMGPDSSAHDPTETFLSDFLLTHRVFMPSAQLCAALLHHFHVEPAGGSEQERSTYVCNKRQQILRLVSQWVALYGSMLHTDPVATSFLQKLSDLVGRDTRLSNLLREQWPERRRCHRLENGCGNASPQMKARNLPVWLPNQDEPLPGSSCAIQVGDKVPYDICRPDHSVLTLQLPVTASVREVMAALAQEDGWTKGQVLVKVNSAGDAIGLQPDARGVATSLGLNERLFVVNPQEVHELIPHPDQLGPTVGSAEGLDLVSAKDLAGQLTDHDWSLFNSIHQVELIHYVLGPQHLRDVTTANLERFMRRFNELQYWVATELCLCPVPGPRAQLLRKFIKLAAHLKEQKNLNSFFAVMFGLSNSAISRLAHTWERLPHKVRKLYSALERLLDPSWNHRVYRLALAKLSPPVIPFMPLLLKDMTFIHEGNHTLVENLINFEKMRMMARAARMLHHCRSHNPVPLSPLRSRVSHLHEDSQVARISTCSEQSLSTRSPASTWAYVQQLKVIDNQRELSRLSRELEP
#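 Fluorescent GDP-exchange assay: 100 nM EPAC1 with 250 nM Rap1B preloaded with BODIPY-GDP and 50 uM GDP; compounds tested as concentration series, 5 min at room temperature, then read every 5 min for 30 min (ex 480/em 540 nm); normalized to 6.5 mM cAMP.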
# WRN helicase inh – qHTS for Inhibitors of WRN Helicase; Bifunctional 3'-5' exonuclease/ATP-dependent helicase WRN (Homo sapiens), Q14191; WRN helicase unwinding, fluorescent forked duplex, kinetic; Potency, µM (doses to about 114 µM), inactives show top-dose activity change, negative = inhibition, actives largely listed as inhibitors; 0.46% of 360,000 active; AID 651768, 2012; further: potency means the concentration at half of the fitted maximal effect; on the % scale 0 is the no-effect control and ±100 the full control effect; nearly all actives have a fitted effect of over 55% in size
#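 Kinetic red-fluorescence monitoring (525/598 nm) tracks WRN helicase activity after 100 nM fluorophore-quencher forked duplex and 2 mM ATP are added to 20 nM enzyme pretreated 15 min at room temperature with compound.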
# PI5P4K alpha inh – qHTS for Inhibitors of phosphatidylinositol 5-phosphate 4-kinase (PI5P4K). Phosphatidylinositol 5-phosphate 4-kinase type-2 alpha (Homo sapiens), P48426. PI5P4Kalpha enzyme, ADP-Glo luminescence, 60 min; stronger effect = lower value. max response, %. 1.2% of 330,000 active. AID 652105, 2013; active means max response of -50% or lower; inconclusive means between -30% and -50%; inactive means -30% or higher; further: value at the top dose of about 77 µM; on the % scale 0 is the no-effect control and ±100 the full control effect
#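 Compounds were pin-transferred onto PI5P4Kalpha and substrate in HEPES pH 7.4 buffer with EGTA, CHAPS and 5% DMSO. ATP (5 microM final) started the reaction, which ran 60 minutes at room temperature before ADP-Glo detection.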
# FUS suppressor – qHTS for Suppressors of FUS Proteinopathy: Primary screen using FUS-linked yeast assay. 0.24% of 390,000 active. Potency, µM (top dose mostly 76.6 µM), inactives show top-dose growth rescue (activation), most hits filed as activators. S. cerevisiae FUS-expressing, growth rescue, OD600, 24 h. AID 1347120, 2019;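 further: potency means the concentration at half of the fitted maximal effect; plate controls were DMSO vehicle for no effect and reference control for full effect; nearly all actives have a fitted effect of over 55% in size; some results filed as inactive show a strong effect at the top dose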
#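 Cultures pregrown in 2.5% raffinose medium are shifted to minimal medium containing 2% galactose to express toxic FUS. Compounds are tested at several concentrations. After 24hr at 30C, growth is quantified at 600 nm absorbance.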
# EPAC1 antagonist – qHTS for Antagonist of cAMP-regulated guanine nucleotide exchange factor 3 (EPAC1): primary screen; EPAC1 GEF assay, Rap1b-BODIPY-GDP exchange fluorescence; Potency, µM (top dose mostly 115 µM), inactives show at the top dose activity change, negative = inhibition, usual class: inhibitors; 0.14% of 360,000 active; AID 720709, 2013;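 further: potency means the concentration at half of the fitted maximal effect; plate controls were vehicle for no effect and positive control for full effect; nearly all actives have a fitted effect of over 50% in size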
# Abeta rescue – qHTS for compounds that reverse cellular toxicity of Amyloid beta (A-beta) peptide in yeast: Primary Screen. yeast expressing A-beta42, growth rescue, OD600, 48 h; response scale: 0% DMSO, 100% iron-clioquinol control. Potency, µM (doses to about 46.1 µM), for inactives: top-dose growth rescue, actives largely listed as activators. 0.063% of 410,000 active. AID 1347071, 2019; further: potency means the concentration at half of the fitted maximal effect; nearly all actives have a fitted effect of over 55% in size
#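 Yeast A-beta toxicity model in growth medium with pinned compounds, 48 h at 30 C; growth read as absorbance at 600 nm. Normalized to FeCl3/clioquinol equimolar mix (positive) and DMSO (negative).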
# IL-2 act – qHTS of IL-2 Activators | 0.065% of 360,000 active | activation, % (series mostly up to about 46 µM) | IL-2 activation reporter assay, cell-based qHTS; stimulated with anti-CD3/CD4/CD28 beads; in transgenic mouse T cells; in the data active means activation above about 50%; inconclusive means mostly about 30% to 49%; further: 0% is about no effect
#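 First, unstimulated transgenic mouse T cells were exposed to compound for 60 min. Next, anti-CD3/anti-CD4-coated beads with anti-CD28 were added. Finally, after 18 h at 37 degrees C, EGFP and DsRed were imaged.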
# The depositor's hits bear a star; ? = inconclusive; / = not tested or not shown; [ ] = another dose, or the depositor's remark. Unless noted, the call rests on the fitted dose curve; in most records, active means well fitted curve in the direction sought with a large enough effect; inconclusive means small, poorly fitted or top-dose-only effect, or another doubt; inactive means no such curve, though single readings can be large; an effect the other way counts as inactive or inconclusive.
# Screens by letter: A = PLK1 PBD inh; B = EPAC1 agonist; C = WRN helicase inh; D = PI5P4K alpha inh; E = FUS suppressor; F = EPAC1 antagonist; G = Abeta rescue; H = IL-2 act
COc1ccc(C2C(C(=O)O)CC(=O)N2c2ccc(OC)cc2)cc1 (stereo not given)
  A = -10%; B = -3%; C = 0%; D = 4; E = 3%; F = 14%; G = 13%; H = -1.2
O=C(c1ccc2[nH]c(=O)c(=O)[nH]c2c1)N1CCN(Cc2ccccc2)CC1
  A = -19%; B = 8%; C = -2%; D = 1; E = 2%; F = 7%; G = -8%; H = -3.8
Cc1cccc2c1cnn2C(=O)CCC(=O)NCC(C)c1ccccc1 (stereo not given)
  A = -1%; B = -10%; C = 8%; D = 3; E = -19%; F = 19%; G = -6%; H = -2.9
CC1CC(C)CN(C(=O)c2ccncc2)C1 (stereo not given)
  A = -11%; B = 0%; C = 5%; D = 0; E = 3%; F = 3%; G = ?; H = -0.1
CNC(=S)N/N=C(\C)c1ccc(Cl)c(Cl)c1
  A = -6%; B = 9%; C = -33%; D = -10; E = 8%; F = -7%; G = 17%; H = -3.1
O=C1CC(Nc2ccccc2)C(=O)N1c1ccc(N2CCOCC2)cc1 (stereo not given)
  A = -5%; B = 4%; C = -12%; D = 10; E = 18%; F = 0%; G = 2%; H = 2.7
CC(=O)NC1(C(F)(F)F)C(=O)Nc2c1c(=O)n(C)c(=O)n2C (stereo not given)
  A = 2%; B = -1%; C = 2%; D = 0; E = -11%; F = -12%; G = 5%; H = -1.0
COc1ccc(CCNC(=O)CSC2=Nc3ccccc3C3=NC(C(C)C)C(=O)N23)cc1OC (stereo not given)
  A = -16%; B = 7%; C = -33%; D = -4; E = 11%; F = -16%; G = 8%; H = 0.9
O=C(O)c1ccccc1C(=O)Nc1ccc(-n2nc(C(F)(F)F)cc2C(F)(F)F)cc1
  A = 4%; B = 1%; C = -8%; D = 6; E = 15%; F = -7%; G = 4%; H = -0.4
CC1CC(C)CN(C/C=C/c2ccccc2[N+](=O)[O-])C1 (stereo not given)
  A = -5%; B = -4%; C = 6%; D = /; E = 23%; F = 11%; G = -3%; H = -0.7
O=C(N/N=C/c1ccc(O)cc1)c1cccc(N/N=C/c2ccc(O)cc2)c1
  A = -21%; B = 5%; C = -24%; D = ?; E = ?; F = ?; G = 6%; H = -2.2
O=C(Nc1ccccc1)Nc1ccc2ccccc2c1
  A = -10%; B = -1%; C = 2%; D = -9; E = 11%; F = 1%; G = 5%; H = 0.6
O=C(NC(=S)Nc1ccc(N2CCOCC2)cc1)c1ccccc1
  A = -14%; B = 5%; C = -34%; D = -1; E = 12%; F = 3%; G = -7%; H = 0.4
Cc1ccccc1NC(=O)c1c(C)nn(-c2ccccc2)c1Cl
  A = -5%; B = 1%; C = 2%; D = 3; E = 11%; F = -4%; G = 10%; H = 3.6
CCC(Sc1nc2ccsc2c(=O)n1-c1ccc(Cl)c(C)c1)C(=O)NCc1ccco1 (stereo not given)
  A = -11%; B = 5%; C = -21%; D = -17; E = /; F = -15%; G = -5%; H = -4.1
O=C(O)C1(Nc2ccc(Br)cc2)CCCC1
  A = -6%; B = 1%; C = -6%; D = 1; E = /; F = -4%; G = 12%; H = -2.9
COc1ccc(C(=O)Nc2ccc(N3CCN(C)CC3)cc2)cc1[N+](=O)[O-]
  A = -4%; B = 4%; C = -1%; D = 5; E = 28%; F = -9%; G = -9%; H = -1.3
O=C(CCc1nnc(Cc2cccc(C(F)(F)F)c2)o1)NC1CC1
  A = 7%; B = -3%; C = 2%; D = 1; E = -4%; F = -10%; G = 3%; H = 1.4
CCc1ccccc1Oc1nc(NCCOC)nc2cc(-c3ccccc3)sc12
  A = -1%; B = 3%; C = -3%; D = 43; E = -3%; F = -8%; G = ?; H = -0.5
CC(CN(C)Cc1nc(Cc2cccc(C(F)(F)F)c2)no1)CN1CCCC1 (stereo not given)
  A = -7%; B = -14%; C = 2%; D = 3; E = 8%; F = -5%; G = -5%; H = -2.5
CCCCc1nnc(SCC(=O)Nc2nccs2)n1CC
  A = 0%; B = 6%; C = 6%; D = -5; E = 9%; F = 14%; G = 4%; H = 0.1
CC(=O)N1C(C(=O)O)Cc2c([nH]c3ccccc23)C1C (stereo not given)
  A = -9%; B = -1%; C = 0%; D = 0; E = 23%; F = 3%; G = -6%; H = 1.3
CCC(C)N(C(=O)c1csnn1)C(C(=O)NCc1ccc(F)cc1)c1ccccc1F (stereo not given)
  A = 1%; B = 1%; C = -2%[57.1 µM]; D = 1; E = -2%; F = -12%; G = -9%; H = 0.5
CCOC(=O)C1=C(CC)Nc2ccccc2N=C1NC(=O)c1cccc(S(=O)(=O)N2CCCC2)c1
  A = -17%; B = 11%; C = 3%; D = 12; E = 26%; F = -2%; G = 6%; H = 0.0
N#Cc1c(NC(=O)c2cccnc2)sc2c1CCC2
  A = -20%; B = 1%; C = -15%; D = -18; E = 20%; F = 3%; G = -12%; H = -1.6
COCCn1c(SCC(=O)NCc2ccccc2)nc2ccccc21
  A = -13%; B = 8%; C = 3%; D = -1; E = -17%; F = -9%; G = 2%; H = -1.5
CC(C)(C)C1CCC(=NNc2ncc(C(F)(F)F)cc2Cl)CC1 (stereo not given)
  A = -7%; B = 0%; C = -6%; D = /; E = 11%; F = 0%; G = -15%; H = 4.1
CCOCCn1ccc2c(OCC(=O)NCc3ccccc3)cccc2c1=O
  A = 1%; B = -5%; C = -1%; D = 5; E = 1%; F = 12%; G = -15%; H = -1.3
CC1(C(=O)NCc2ccccc2Br)CCN1C(=O)Cc1ccc(-c2ccccc2)cc1 (stereo not given)
  A = -4%; B = 9%; C = -3%[57.1 µM]; D = 23; E = ?; F = -10%; G = 10%; H = -0.9
CCOC(=O)N1CCN(C(=O)CSc2nc(-c3cccc(C)c3)ns2)CC1
  A = 6.7µM*; B = 7%; C = 4%; D = ?; E = 30%; F = -5%; G = -7%; H = -1.0
COc1ccc(S(=O)(=O)NC(CC(=O)NCCc2ccccc2)c2ccco2)cc1 (stereo not given)
  A = -7%; B = -7%; C = -1%[57.1 µM]; D = /; E = -6%; F = 7%; G = 1%; H = 0.4
COCCn1c(C(C)C)nc2sc3ccccc3c(=O)c2c1=O
  A = 0%; B = -2%; C = -4%; D = /; E = -1%; F = 11%; G = -7%; H = -2.5
COc1ccc(/C(N)=N/OC(=O)CCC2CCCC2)cc1OC
  A = -9%; B = 18%; C = -1%; D = 19; E = 38%; F = 2%; G = -9%; H = -4.1
CC(=O)Cc1nsc(NC(=O)c2ccc(F)cc2)n1
  A = 9%; B = -4%; C = -1%; D = 3; E = 9%; F = 7%; G = -23%; H = -0.3
Cc1ccc(N2CC(C(=O)Nc3ccc(S(=O)(=O)NCC4CCCO4)cc3)CC2=O)cc1 (stereo not given)
  A = -2%; B = -7%; C = -4%; D = 1; E = /; F = 10%; G = 7%; H = -3.0
Cc1cc(C(C#N)c2cccc(Cl)c2)n2ncnc2n1 (stereo not given)
  A = -29%; B = 5%; C = -15%; D = -22; E = 5%; F = 13%; G = 7%; H = 1.6
Cc1ccc(-n2c(SCC(=O)c3c(N)n(C)c(=O)n(C)c3=O)nc3sc4c(c3c2=O)CCCC4)c(C)c1
  A = -1%; B = -9%; C = -9%; D = 3; E = /; F = -8%; G = 6%; H = 0.0
CS(=O)(=O)N(CC(=O)N1CCN(Cc2ccccc2)CC1)c1cccc([N+](=O)[O-])c1
  A = -7%; B = 3%; C = 10%; D = -1; E = 12%; F = -7%; G = 5%; H = -3.6
Cc1cc(=O)[nH]c(S/C=C/c2ccccc2)n1
  A = -16%; B = -2%; C = -3%; D = /; E = -10%; F = 7%; G = 8%; H = -3.4
COCCCn1c(=O)c2ccccc2n2c(=S)[nH]nc12
  A = 0%; B = -2%; C = -8%; D = -3; E = -11%; F = 4%; G = 14%; H = 5.4
O=NN1CCN(c2ccncc2S(=O)(=O)N2CCCCC2)CC1
  A = -4%; B = -3%; C = 11%; D = 5; E = 8%; F = -7%; G = 19%; H = 0.2
CN(CC(=O)Nc1cccc(F)c1)C(=O)CCN1C(=O)C2CC=CCC2C1=O (stereo not given)
  A = -13%; B = 4%; C = 6%; D = -3; E = -20%; F = -21%; G = -1%; H = -0.6
CCC(=O)Nc1ccc(S(=O)(=O)Nc2cccnc2)cc1
  A = 2%; B = 18%; C = -14%; D = /; E = 1%; F = -2%; G = 7%; H = 0.2
CCN(CC)C(=O)c1cccc(NC(=O)CCc2nc3sc4c(c3c(=O)[nH]2)CCCC4)c1
  A = -18%; B = -5%; C = ?; D = -23; E = ?; F = ?; G = 6%; H = 0.1
O=[N+]([O-])/C=C1/CCCCCN1
  A = 1%; B = -9%; C = 4%; D = 9; E = -17%; F = 2%; G = -7%; H = -0.3
Cc1cc(OCC(=O)NC2CCN(Cc3ccccc3)CC2)c2c(C)cc(=O)oc2c1
  A = -24%; B = -10%; C = 3%; D = -3; E = -8%; F = -3%; G = 2%; H = -0.1
Cc1c(C(=O)O)cccc1-n1c(C)cc(/C=N/Nc2ccc([N+](=O)[O-])cn2)c1C
  A = ?; B = 10%; C = -1%[11.6 µM]; D = ?; E = 40%; F = ?; G = 3%; H = 2.7

# Fetched by compound from above, four records:
# Screens by letter: A = PLK1 PBD inh; B = EPAC1 agonist; C = WRN helicase inh; D = PI5P4K alpha inh; E = FUS suppressor; F = EPAC1 antagonist; G = Abeta rescue; H = IL-2 act
CCOC(=O)N1CCN(C(=O)CSc2nc(-c3cccc(C)c3)ns2)CC1
  A = 6.7µM*; B = 7%; C = 4%; D = ?; E = 30%; F = -5%; G = -7%; H = -1.0
CCC(=O)Nc1ccc(S(=O)(=O)Nc2cccnc2)cc1
  A = 2%; B = 18%; C = -14%; D = /; E = 1%; F = -2%; G = 7%; H = 0.2
Cc1cc(=O)[nH]c(S/C=C/c2ccccc2)n1
  A = -16%; B = -2%; C = -3%; D = /; E = -10%; F = 7%; G = 8%; H = -3.4
O=NN1CCN(c2ccncc2S(=O)(=O)N2CCCCC2)CC1
  A = -4%; B = -3%; C = 11%; D = 5; E = 8%; F = -7%; G = 19%; H = 0.2

# Rows are unselected; 4.1% or so of the library scored in one or more.
